TDP1 cell noCPT: qHTS for Inhibitors of human tyrosyl-DNA phosphodiesterase 1 (TDP1): qHTS in cells in absence of CPT; DT40 Tdp1-/- hTDP1 cells, no CPT, ATP luminescence, 48 h; Potency, µM (series often up to 46.2 µM), for the others: top-dose activity change, negative = growth inhibition, most hits filed as inhibitors; hit rate 15% among 420,000; also: nearly all actives have a fitted effect of over 55% in size
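Luminescent ATP content (CellTiter-Glo) served as the growth readout. Knockout chicken DT40 cells expressing human TDP1 were exposed to compounds without camptothecin for a minimum 48 hr at 37 °C.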
DT40 TDP1 CPT: DT40-hTDP1 cell growth loss with CPT; Potency, µM (highest dose often 46.2 µM), for the others: at the top dose activity change, negative = growth inhibition, hits mostly inhibitors; chicken DT40 Tdp1-/-;hTDP1 cells + 20 nM CPT, ATP luminescence, 48 h; hit rate 12% among 420,000; also: nearly all actives have a fitted effect of over 55% in size
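Chicken DT40 Tdp1-/- cells complemented with human TDP1, 400 cells/well, exposed to compounds plus 20 nM camptothecin for at least 48 h at 37 C; viability read as ATP content by CellTiter-Glo luminescence.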
TDP1 block: TDP1 (human) enzyme inhibition | recombinant TDP1, AlphaScreen DNA substrate cleavage | Potency, µM (doses to about 130 µM), inactives show at the top dose activity change, negative = inhibition, usual class: inhibitors | hit rate 0.28% among 350,000 | Q9NUW8; also: nearly all actives have a fitted effect of over 40% in size
Target sequence (Q9NUW8 whole entry, looked up): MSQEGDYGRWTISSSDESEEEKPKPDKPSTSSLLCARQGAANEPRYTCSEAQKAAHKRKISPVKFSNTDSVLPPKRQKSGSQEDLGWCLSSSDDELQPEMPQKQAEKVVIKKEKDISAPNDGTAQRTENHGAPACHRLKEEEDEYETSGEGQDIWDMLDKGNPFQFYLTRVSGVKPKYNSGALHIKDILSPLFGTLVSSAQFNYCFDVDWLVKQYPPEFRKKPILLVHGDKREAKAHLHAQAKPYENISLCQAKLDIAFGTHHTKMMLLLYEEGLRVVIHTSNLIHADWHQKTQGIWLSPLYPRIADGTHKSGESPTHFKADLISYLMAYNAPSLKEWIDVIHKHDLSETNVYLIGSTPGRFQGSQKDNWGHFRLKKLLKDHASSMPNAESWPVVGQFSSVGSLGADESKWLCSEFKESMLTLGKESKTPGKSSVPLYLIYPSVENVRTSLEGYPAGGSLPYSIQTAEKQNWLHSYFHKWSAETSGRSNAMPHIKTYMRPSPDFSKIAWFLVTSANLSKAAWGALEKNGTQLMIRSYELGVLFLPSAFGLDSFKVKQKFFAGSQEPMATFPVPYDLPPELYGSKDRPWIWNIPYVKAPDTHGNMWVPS
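Here, a 5' biotin and 3' phosphotyrosine-FITC DNA oligonucleotide reports Tdp1 activity: intact substrate bridges AlphaScreen beads, while cleavage leaves a 3' phosphate and drops signal. All incubations at room temperature.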
Starred values were filed as active, the others as inactive; ? = inconclusive; · = not tested or not shown; [ ] = dose if it differs, or a comment. Calls follow the shape of the dose curve; as a rule, active = well fitted curve in the direction sought with a large enough effect; inconclusive = small, poorly fitted or top-dose-only effect, or another doubt; inactive = no such curve, though single readings can be large; an effect the other way counts as inactive or inconclusive. % is scaled to controls: 0 for no effect and ±100 for the full control effect; potency is read from the fitted curve at half-maximal effect.

Every second line gives: TDP1 cell noCPT, DT40 TDP1 CPT, TDP1 block
#1 Cn1c(=O)[nH]c(=O)c2c1nc(N1CCOCC1)n2CC(O)COc1ccccc1 (stereo not given)
    5.2%, -7.5%, 0.0%
#2 COc1ccc(/C=N/NC(=O)c2[nH]c3ccc(Br)cc3c2-c2ccccc2)cc1
    0.92µM*, 0.82µM*, 8.2%
#3 Cc1nnc(SCC(=O)NC(=O)Nc2ccc3c(c2)OCCO3)n1N
    0.0%, 0.1%, 2.7%
#4 NC(=S)N/N=C/c1coc2cc(Br)ccc2c1=O
    1.7%, 12.1%, 5.7%
#5 CCCCNC(=O)C1(C)CCN1C(=O)c1cncc(Br)c1 (stereo not given)
    0.9%, -2.4%, ·
#6 COc1ccc(OCCn2c(C(C)Oc3ccccc3)nc3ccccc32)cc1 (stereo not given)
    ?, ?, 6.1%
#7 CC(=O)c1ccc(NS(=O)(=O)c2c(C)nc3scc(C)n3c2=O)cc1
    -11.5%, -23.5%, 0.0%[12.3 µM]
#8 CC(C)N(CCNC(=O)COc1ccc2oc3c(c2c1)CCCC3)C(C)C
    23.1µM*, ?, 2.5%
#9 COc1ccccc1C(=O)N/N=C(\C)CC(=O)Nc1ccc2c(c1)OCCO2
    -13.4%, -0.7%, ·
#10 CCOC(=O)c1sc2nccc(N(C)C)c2c1N=CNOC
    ?, ?, -2.2%
#11 Cc1ccc(S(=O)(=O)Nc2nc3n(n2)C(c2ccc(Cl)cc2)C=C(c2ccccc2)N3)cc1 (stereo not given)
    ?, ?, 11.4%
#12 Cc1c(Cl)c(-c2n[nH]c(=S)n2Cc2ccco2)nn1C
    -18.7%, -2.7%, 5.1%
#13 CSc1scc2c1-c1nc(SCC(=O)C(C)(C)C)ncc1CC2
    ?, ?, 0.0%
#14 C=CCn1c(=O)[nH]c(=O)c2c(N)c(C(=O)c3ccc(OC)cc3)sc21
    ?, -3.8%, ·
#15 O=C(CSc1ncn(-c2ccccc2)n1)Nc1ccc2c(c1)OCO2
    -29.4%, -17.5%, 2.0%

Profiles as entered above. Values in the order: TDP1 cell noCPT, DT40 TDP1 CPT, TDP1 block
CSc1scc2c1-c1nc(SCC(=O)C(C)(C)C)ncc1CC2 reads ?, ?, 0.0%
COc1ccc(OCCn2c(C(C)Oc3ccccc3)nc3ccccc32)cc1 (stereo not given) reads ?, ?, 6.1%
CCOC(=O)c1sc2nccc(N(C)C)c2c1N=CNOC reads ?, ?, -2.2%
Cc1c(Cl)c(-c2n[nH]c(=S)n2Cc2ccco2)nn1C reads -18.7%, -2.7%, 5.1%
Cn1c(=O)[nH]c(=O)c2c1nc(N1CCOCC1)n2CC(O)COc1ccccc1 (stereo not given) reads 5.2%, -7.5%, 0.0%

Next part:
Every second line gives: TDP1 cell noCPT, DT40 TDP1 CPT, TDP1 block
#16 CCC(C)Nc1nc(-c2ccccn2)nc2ccccc12 (stereo not given)
    3.66µM*, 4.11µM*, ·
#17 CCNc1nc(NCC)n2c(SCC(=O)Nc3cccc(F)c3)nnc2n1
    -1.8%, -1.7%, -4.3%
#18 C/C(=N\NC(=O)c1ccoc1C)c1cccc2ccccc12
    ?, ?, 0.0%
#19 O=C(NCCc1nnc2n1CCN(Cc1ccc(F)cc1)CC2)c1ccco1
    -1.5%, 0.2%, ·
#20 O=C(NCC(=O)N1CCN(C(=O)c2ccccc2)CC1)c1ccc(Cl)cc1Cl
    -5.4%, -2.4%, 2.0%
#21 O=c1cc(/C=C/c2ccccc2)oc2c1ccc1ccccc12
    ?, ?, 0.0%
#22 O=C(c1ccc2ccccc2c1)c1cccc(F)c1C(=O)O
    -9.7%, 27.0%, ·
#23 O=C(Cc1cccc2ccccc12)NCCc1ccccc1
    1.1%, -4.9%, ·
#24 COCCCN1C(=O)c2ccc(C(=O)Nc3ccccc3OC)cc2C1=O
    -2.6%, -0.4%, 3.6%
#25 Cc1ccc(NC(=O)CCCc2ccccc2)nc1
    -8.8%, -3.2%, 4.9%
#26 Clc1c(-c2ccccc2)nc2ccccn12
    -18.1%, 0.9%, ·
#27 CCN(CC(=O)NCc1ccc(F)cc1)C(=O)c1ccc(C)o1
    -0.2%, 1.6%, 0.1%
#28 CN1C(=O)/C(=C/c2cc(N=Nc3ccccc3)ccc2O)SC1=S
    23.1µM*, ?, 7.6%
#29 CCCN(CC1CCCO1)C(=O)c1cc(COc2cccc(OC)c2)on1 (stereo not given)
    ?, ?, 0.4%
#30 CN(C)/C=C/C(=O)c1ccc(-n2cccc2)cc1
    -4.7%, -5.0%, 8.8%
#31 CCOC(=O)N1CCN(C(=O)CSCc2ccc(C)cc2)CC1
    -22.3%, -17.8%, 4.1%
#32 NC(=O)C1CCCN(C(=O)Nc2cccc3ccccc23)C1 (stereo not given)
    -22.6%, -16.7%, 3.3%
#33 O=C(NCC1CCCO1)c1ccc2[nH]c3c(c2c1)CCCC3 (stereo not given)
    -20.8%, -1.4%, 11.2%
#34 C=C1CCC(C)C(C)(CCC2=CCOC2=O)C/C=C\C=C/1C(=O)O (stereo not given)
    -2.8%, 13.4%, ·
#35 N#CC1=C(N)OC2=C(C(=O)CCC2)[C@]12C(=O)N(CC(N)=O)c1ccccc12
    16.0%, -4.4%, 3.9%
#36 O=C(NCCc1ccc(Cl)cc1)c1ccc2nc(Cc3ccccc3)oc2c1
    ?, ?, 1.8%
#37 O=C(CCSc1nc2cc(Cl)ccc2o1)N1CCOCC1
    -24.1%, ?, 2.8%
#38 COc1ccc(NS(=O)(=O)c2ccc3c(c2)CC(C)N3C(C)=O)c(OC)c1 (stereo not given)
    20.6µM*, 18.4µM*, -1.2%
#39 Cc1ccc2c(c1)C(=NC1CCCCC1)c1cc3ccccc3nc1-2
    ?, ?, 2.7%
#40 Cc1cc(C)c(NC(=O)C2CCN(S(C)(=O)=O)CC2)c(C)c1
    -16.8%, -20.0%, ·
#41 CSc1nc(-c2ccccc2)nn1S(=O)(=O)c1ccccc1
    -18.4%, -14.4%, 4.4%
#42 Cc1ccc(C)c(NC(=O)CN2C(=O)CCc3ccccc32)c1
    0.0%, -6.1%, -2.6%
#43 CC(C)c1ccc(NC(=O)Cc2ccc(NC3=NC4CS(=O)(=O)CC4S3)cc2)cc1 (stereo not given)
    9.2%, 20.9%, ·
#44 COc1cc(S(=O)(=O)NC2CCCCC2)ccc1F
    -10.5%, -21.3%, 2.3%
#45 COC(=O)N1CCC2(CCN(C(=O)Nc3ccccc3)CC2)CC1
    -21.5%, -4.7%, ·
#46 Cc1cc(OCC(=O)c2ccc(Br)cc2)ccc1N1C(=O)CCC1=O
    -8.1%, -21.6%, 1.8%
#47 O=C(CNC(=O)c1ccc(-c2ccccc2)cc1)OCc1ccc(Cl)cc1
    -16.5%, -2.9%, -13.2%
#48 Cc1cc(Br)cnc1NC(=S)Nc1ccc(F)cc1F
    ?, -13.0%, ·
#49 COc1ccc(NC(=S)NN2CCOCC2)cc1OC
    1.5%, -4.4%, -5.5%
#50 Cc1nc2nc(NCc3ccccc3Cl)[nH]n2c(=O)c1Cc1ccccc1
    -5.6%, -4.0%, 9.8%
#51 Nc1cccc(C(=O)O)c1
    -4.7%, -13.7%, 2.9%
#52 Cc1cc(C(=O)N(C)CC(=O)Nc2ccc(Cl)c(C(F)(F)F)c2)no1
    16.4µM*, -25.8%, ·
#53 COc1cc(/C=C/C(=O)OCC(=O)N2CCc3ccccc3C2)ccc1O
    ?, ?, 5.5%
#54 O=C(NCCNc1ccc([N+](=O)[O-])cc1Cl)c1ccccc1F
    ?, ?, ·
#55 COc1ccccc1NS(=O)(=O)c1ccc(NC(=O)c2nc3ncccn3n2)cc1
    -3.2%, 3.4%, 0.0%
#56 Cc1ccc(NCc2nnc(SCC(=O)Nc3ncc(C)s3)n2CC2CCCO2)c(C)c1 (stereo not given)
    ?, -7.7%, 7.1%
#57 CN(C)CCCNc1cc(-c2ccccc2)nc2cc(-c3cccc(F)c3)nn12
    7.31µM*, ?, ·
#58 CCCCN(C(=O)c1cc2c(s1)CCCCC2)c1c(N)n(CCC)c(=O)[nH]c1=O
    11.8%, -19.5%, 0.9%
#59 Cc1c(C(=O)Nc2cccc(F)c2)cnn1-c1ccccc1
    14.6µM*, 18.4µM*, ·
#60 COc1ccc(NC(=O)c2nnn(Cc3ccc(Br)cc3F)c2N)c(OC)c1
    -16.3%, -24.8%, -1.2%
#61 O=C(CC(NCCN1CCOCC1)C(=O)O)Nc1cccc(Cl)c1 (stereo not given)
    0.5%, 0.5%, ·
#62 N#CCCN(Cc1cccnc1)S(=O)(=O)c1ccc(S(=O)(=O)N2CCCCCC2)cc1
    ?, ?, 0.0%
#63 O=C(COC(=O)C1CCCCC1)Nc1cccc(F)c1
    -12.3%, 8.0%, -3.8%
#64 Cn1c(=O)c(=O)n(C)c2cc(S(=O)(=O)CCC(=O)N3CCOCC3)ccc21
    -1.8%, -33.4%, 2.2%
#65 CCN(CC)CCN1C(=O)/C(=C\c2ccc(Cl)c([N+](=O)[O-])c2)SC1=Nc1ccc(OC)cc1
    16.4µM*, 20.6µM*, 12.2%
#66 CCOc1ccc(C(=O)Nc2onc3c2CCCC3)cc1
    ?, ?, -1.2%
#67 COc1cc(OC)c(OC)cc1/C=N/NC(=S)NCCN1CCOCC1
    16.4µM*, 18.4µM*, 0.0%
#68 COCCNC(=O)c1ccc2c(=O)n(Cc3ccco3)c(SCC(=O)Nc3ccc(OC)cc3OC)nc2c1
    3.8%, -13.0%, 0.6%
#69 O=C1CC(NCc2ccccc2F)C(=O)N1c1ccccc1 (stereo not given)
    0.0%, 3.2%, -8.4%
#70 CCc1nc2ccc(C(=O)NCCN(C)C)cn2c1N(CC)CCOC
    16.2%, -1.4%, ·
#71 OC1CCCN(C(=S)Nc2ccc(SC(F)F)cc2)C1 (stereo not given)
    0.2%, 0.8%, 5.4%
#72 O=C(Nc1ccc2c(c1)OCO2)C1CCCN1C(=O)NCc1ccccc1 (stereo not given)
    -3.2%, -2.7%, 4.8%
#73 CCCCn1c(N)c(N(Cc2ccccc2OC)C(=O)c2c(CC)noc2C)c(=O)[nH]c1=O
    0.8%, -25.0%, 0.3%
#74 COc1ccc(CCn2c3c(c(=O)[nH]c2=O)C(NC(=O)c2cccs2)(C(F)(F)F)C(=O)N3)cc1OC (stereo not given)
    2.9%, -23.9%, 2.0%
#75 O=C(N/N=C/c1ccc2cccnc2c1)c1nc2ccccc2c(=O)[nH]1
    -21.3%, -25.7%, -7.7%

Retrieved one by one from the list above:
Every second line gives: TDP1 cell noCPT, DT40 TDP1 CPT, TDP1 block
#35 N#CC1=C(N)OC2=C(C(=O)CCC2)[C@]12C(=O)N(CC(N)=O)c1ccccc12
    16.0%, -4.4%, 3.9%
#22 O=C(c1ccc2ccccc2c1)c1cccc(F)c1C(=O)O
    -9.7%, 27.0%, ·
#11 Cc1ccc(S(=O)(=O)Nc2nc3n(n2)C(c2ccc(Cl)cc2)C=C(c2ccccc2)N3)cc1 (stereo not given)
    ?, ?, 11.4%
#70 CCc1nc2ccc(C(=O)NCCN(C)C)cn2c1N(CC)CCOC
    16.2%, -1.4%, ·
#75 O=C(N/N=C/c1ccc2cccnc2c1)c1nc2ccccc2c(=O)[nH]1
    -21.3%, -25.7%, -7.7%

More structures
Every second line gives: TDP1 cell noCPT, DT40 TDP1 CPT, TDP1 block
#76 CC(=O)NC(C)Cc1cn(Cc2ccccc2)c2ccccc12 (stereo not given)
    ?, ?, ·
#77 C/C(=N\S(=O)(=O)c1ccc(C)cc1)N1CCCCC1
    -18.2%, -19.0%, -3.6%
#78 O=C1c2ccccc2C(=O)N1/N=C/c1ccc(O)c(O)c1O
    ?, 4.11µM*, ?
#79 CCOC(=O)Nc1nc(-c2ccccc2)c(C(=O)c2ccccc2)s1
    0.651µM*, 0.581µM*, 0.0%
#80 Cc1ccc2c(c1)NC(=O)C(CC(=O)NCCCN1CCCCC1)O2 (stereo not given)
    11.7%, -3.0%, -1.0%
#81 CCSC1=NC2(CCN(C(=O)NC3CCCCC3)CC2)N=C1c1ccc(OC)cc1
    ?, ?, 3.2%
#82 CN(C(=O)N1CCN(S(=O)(=O)c2ccccc2)CC1)c1ccccc1
    1.8%, 4.7%, -2.6%
#83 CC(C)NC(=O)C1(C)CN(S(C)(=O)=O)CC(=O)N1CCc1ccccc1F (stereo not given)
    -7.2%, 2.4%, ·
#84 C=CCn1c(Oc2ccc(C=O)cc2OCC)nc2c1c(=O)n(C)c(=O)n2C
    -23.4%, 0.8%, ·
#85 Cc1cccc(C)c1OCC(=O)Nc1ccncc1
    ?, ?, ·
#86 Cc1cc(C(=O)N/N=C\c2cc(C(C)(C)C)c(O)c(C(C)(C)C)c2)n[nH]1
    ?, -21.0%, 4.7%
#87 Oc1c(Cl)cc(Cl)cc1CNc1nc2ccccc2[nH]1
    -3.7%, 0.8%, ·

Screens from PubChem BioAssay.
